HP1b chromo inh: HTS for Inhibitors of HP1-beta Chromodomain Interactions with Methylated Histone Tails; Chromobox protein homolog 1 (Homo sapiens), P83916; AlphaScreen HP1-beta / biotin-H3K9me3 peptide binding; Potency, µM (titrated, usually from 114 µM), for inactives: top-dose activity change, negative = inhibition, actives largely listed as inhibitors; hit rate 0.56% among 390,000; further: potency means the concentration at half of the fitted maximal effect; nearly all actives have a fitted effect of over 70% in size; inactives centre near 23
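HP1-beta protein (50 nM final) preincubated 30 min at room temperature with biotinylated H3(1-18)K9me3 peptide (50 nM) in PBS pH 7.4, 0.01% Tween-20, then compound added for 30 min. AlphaScreen streptavidin donor/nickel chelate acceptor beads (10 ug/mL final), 30 min dark, luminescence read.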
GLS inh: qHTS for Inhibitors of Glutaminase (GLS) | Glutaminase kidney isoform, mitochondrial (Homo sapiens), O94925 | GLS enzymatic activity, qHTS titration | Potency, µM (titrated, usually from 45.5 µM), for inactives: at the top dose activity change, negative = inhibition, most hits filed as inhibitors | hit rate 0.21% among 410,000; further: potency means the concentration at half of the fitted maximal effect; on the % scale 0 is the no-effect control and ±100 the full control effect
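hKGA; 45 mM KH2PO4 pH 8.2 + 0.02% Tween-20; cpd via pin tool; 1 mM Gln soln; GluOx/HRP/Amplex Red; RT 30 min; fluor. t0 & final.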
USP1-UAF1 inh: Inhibitors of USP1/UAF1: Primary Screen; Ubiquitin carboxyl-terminal hydrolase 1 (Homo sapiens), O94782; recombinant USP1/UAF1, Ub-Rhodamine cleavage fluorescence; Potency, µM (highest dose often 57.1 µM), for the others: at the top dose activity change, negative = inhibition, most hits filed as inhibitors; hit rate 0.23% among 390,000; AID 743255, 2014; further: potency means the concentration at half of the fitted maximal effect; on the % scale 0 is the no-effect control and ±100 the full control effect; nearly all actives have a fitted effect of over 60% in size; inactives centre near -12
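Step one: compound is pinned into 1nM USP1/UAF1 in HEPES pH 7.8 buffer with TCEP. Step two: 15 min room-temperature incubation. Step three: Ub-Rho (150nM final) starts cleavage, tracked by fluorescence over six one-minute reads.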
IDH1 R132H inh: qHTS for Inhibitors of mutant isocitrate dehydrogenase 1 (IDH1): qHTS; IDH1-R132H enzyme, NADPH consumption, diaphorase/resazurin fluorescence; hit rate 0.093% among 390,000; Potency, µM (top dose mostly 76.6 µM), for inactives: at the highest dose activity change, negative = inhibition, usual class: inhibitors; AID 602179, 2012; Isocitrate dehydrogenase [NADP] cytoplasmic (Homo sapiens), O75874; further: potency means the concentration at half of the fitted maximal effect; on the % scale 0 is the no-effect control and ±100 the full control effect; nearly all actives have a fitted effect of over 65% in size
Target sequence (O75874 whole entry R132H, stated change not applied): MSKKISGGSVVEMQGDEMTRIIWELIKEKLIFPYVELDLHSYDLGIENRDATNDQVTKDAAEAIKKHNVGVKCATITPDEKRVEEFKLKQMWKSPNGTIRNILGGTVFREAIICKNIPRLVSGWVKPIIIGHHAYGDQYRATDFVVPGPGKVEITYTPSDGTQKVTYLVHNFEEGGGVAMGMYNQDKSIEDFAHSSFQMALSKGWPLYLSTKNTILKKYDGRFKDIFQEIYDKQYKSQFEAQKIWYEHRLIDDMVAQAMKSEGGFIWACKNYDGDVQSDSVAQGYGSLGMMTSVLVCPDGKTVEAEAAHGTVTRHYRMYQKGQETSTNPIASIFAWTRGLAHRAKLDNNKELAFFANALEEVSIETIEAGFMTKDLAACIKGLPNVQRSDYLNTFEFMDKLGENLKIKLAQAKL
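IDH1-R132H (0.5 ug/mL) preincubated 30 min with compound, then NADPH (0.016 mM) and alpha-KG (2 mM) added; 80 min at RT, pH 7.5. Remaining NADPH coupled via diaphorase/resazurin to fluorescence (540/590 nm); concentration-response curves normalized to no-enzyme control.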
PI4K2A inh: qHTS for small molecular inhibitors of PI4K2A; Phosphatidylinositol 4-kinase type 2-alpha (Homo sapiens), Q9BTU6; purified PI4K2A, ADP-Glo luminescence, 1 h; active compounds read low; activity change, negative = inhibition, % at 76.9 µM; hit rate 0.13% among 420,000; AID 1346378, 2018; in the data active means activity change below about -50%; inconclusive means mostly about -30% to -49%;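 further: -100% = wells without enzyme as full effect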
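In this quantitative HTS, ADP production by PI4K2A was quantified luminescently after 1 h at ambient temperature; 100 microM adenosine served as plate-quality control.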
Pin1 inhibitor: qHTS Assay to Find Inhibitors of Pin1. Pin1 FP peptide displacement, HiFluor488, 10 min. Potency, µM (top dose mostly 115 µM), without a hit: at the top dose activity, negative = inhibition, hits mostly inhibitors. hit rate 0.009% among 390,000. AID 504891, 2011; active means well fitted inhibition curve with a large enough effect in the polarisation, with a control signal flat, not every such curve was filed as active; inconclusive means small, poorly fitted or top-dose-only effect, or effect the other way, or a change in a side signal; inactive means no such curve, though single readings can be large or run the other way; the % refers to the polarisation; further: potency means the concentration at half of the fitted maximal effect; on the % scale 0 is the no-effect control and ±100 the full control effect
Target sequence (Q13526 whole entry, looked up): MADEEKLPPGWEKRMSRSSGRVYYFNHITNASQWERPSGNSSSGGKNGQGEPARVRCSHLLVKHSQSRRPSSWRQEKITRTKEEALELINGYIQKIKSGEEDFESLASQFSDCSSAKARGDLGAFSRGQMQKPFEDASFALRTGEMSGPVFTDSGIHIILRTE
Tb PGK inh: qHTS Assay to Find Inhibitors of Phosphoglycerate Kinase; Phosphoglycerate kinase, glycosomal (Trypanosoma brucei brucei), P07378; hit rate 0.043% among 380,000; PGK/GAPDH coupled, Kinase-Glo luminescence, 60 min; Potency, µM (highest dose often 57.5 µM), for inactives: top-dose activity change, negative = inhibition, hits mostly inhibitors; further: potency means the concentration at half of the fitted maximal effect; on the % scale 0 is the no-effect control and ±100 the full control effect; nearly all actives have a fitted effect of over 60% in size
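Recombinant glycosomal PGK reaction used 1,3-bisphosphoglycerate generated in-well by GAPDH (100nM final) in 100mM TEA pH 7.6, 5mM MgCl2, 0.01% Tween-20. After 60 minutes at room temperature, ATP was read by Kinase-Glo Plus luminescence end-point.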
rTrxR1 inhibitor: qHTS Assay for Inhibitors of Mammalian Selenoprotein Thioredoxin Reductase 1 (TrxR1): qHTS; Thioredoxin reductase 1, cytoplasmic (Rattus norvegicus), O89049; recombinant rTrxR1, NADPH fluorescence consumption, selenite substrate; Potency, µM (series often up to 114 µM), inactives show top-dose activity change, negative = inhibition, most hits filed as inhibitors; hit rate 1% among 390,000; further: potency means the concentration at half of the fitted maximal effect; on the % scale 0 is the no-effect control and ±100 the full control effect; nearly all actives have a fitted effect of over 65% in size
Target sequence (O89049 whole entry, looked up): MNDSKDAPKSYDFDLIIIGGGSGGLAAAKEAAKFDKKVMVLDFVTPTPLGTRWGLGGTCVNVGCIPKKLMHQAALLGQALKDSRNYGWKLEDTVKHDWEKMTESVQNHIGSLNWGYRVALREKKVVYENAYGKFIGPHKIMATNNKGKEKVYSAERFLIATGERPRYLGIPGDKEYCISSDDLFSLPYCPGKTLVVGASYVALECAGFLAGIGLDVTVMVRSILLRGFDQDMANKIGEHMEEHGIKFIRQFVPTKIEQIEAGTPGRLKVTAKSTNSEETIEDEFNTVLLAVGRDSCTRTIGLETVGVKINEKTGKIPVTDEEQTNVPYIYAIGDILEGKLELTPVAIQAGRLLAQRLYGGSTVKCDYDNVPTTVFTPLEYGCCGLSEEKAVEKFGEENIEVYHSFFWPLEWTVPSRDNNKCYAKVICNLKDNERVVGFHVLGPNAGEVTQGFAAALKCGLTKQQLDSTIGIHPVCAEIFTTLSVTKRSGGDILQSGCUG
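Rat TrxR1 (90 nM in the dispensed reagent) was pre-reduced with 400 uM NADPH for 5 min at room temperature, then incubated with compound for 15 min. After 400 uM selenite was added, NADPH fluorescence (Ex 340/Em 450 nm) was followed for 8 min.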
TrxR1 substrate: qHTS Assay for Substrates of Mammalian Selenoprotein Thioredoxin Reductase 1 (TrxR1): qHTS | Potency, µM (top dose mostly 114 µM), for the others: at the highest dose activity change, negative = substrate turnover | purified TrxR1 substrate turnover, NADPH consumption readout | hit rate 0.01% among 390,000 | AID 588456, 2011; further: potency means the concentration at half of the fitted maximal effect; on the % scale 0 is the no-effect control and ±100 the full control effect; nearly all actives have a fitted effect of over 50% in size
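Rat TrxR1, dispensed at 90 nM, was prereduced with 400 uM NADPH (final) for 5 min at ~22 deg C, then incubated with compound 15 min before 400 uM selenite. A first-read NADPH fluorescence drop versus no-compound background flagged substrates.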
Numbers without * were called inactive; i = inactive; ? = inconclusive; . = no result given; & = joins results of further samples; [ ] = dose if it differs, or a comment. Unless noted, the call rests on the fitted dose curve; in most records, active means well fitted curve in the direction sought with a large enough effect; inconclusive means small, poorly fitted or top-dose-only effect, or another doubt; inactive means no such curve, though single readings can be large; an effect the other way counts as inactive or inconclusive.

entry | SMILES | HP1b chromo inh | GLS inh | USP1-UAF1 inh | IDH1 R132H inh | PI4K2A inh | Pin1 inhibitor | Tb PGK inh | rTrxR1 inhibitor | TrxR1 substrate
1 | Cc1nc2ccccc2n1/C(=N\S(=O)(=O)c1ccccc1)c1ccccc1 | 34% | 4% | -17% | 3% | 4 | 6% | -3% | -19% | -5%
2 | O=C(O)C1CCCN1S(=O)(=O)c1ccc(F)cc1 (stereo unspecified) | 11% | -11% | -2% | -1% | -1 | -3% | . | 5% | 0%
3 | COc1ccccc1NC(=O)C1=C(C)Nc2nc(SCc3cccc(F)c3)nn2C1c1ccc(C(=O)O)cc1 (stereo unspecified) | 30% | -2% | 5% | -20% | -3 | 2% | -2% | 0% | -1%
4 | CCN1C[C@@H]2[C@@H]3C(=O)N(C)C(=O)[C@@H]3[C@](CC)(C(=O)OC)N2C1=NC | 23% | 6% | -16% | 2%[38.3 µM] | -2 | -8% | i | 17% | 3%
5 | Cc1nc(C)n(CC(O)COc2ccc(C(=O)c3ccccc3)cc2)n1 (stereo unspecified) | 16% | 17% | 1% | 1% | -2 | -9% | -1% | 5%[57.1 µM] | -4%[57.1 µM]
6 | COc1ccc(N2C(=O)C3C(C2=O)C(C(=O)c2ccccc2)N2CCCC32)cc1 (stereo unspecified) | -18% | 17% | -14% | -8% | -19 | ? | i | ? | -8%
7 | CCOC(=O)N1CCN(C(=O)c2ccc(CN(c3ccccc3)S(C)(=O)=O)cc2)CC1 | 26% | -4% | -3% | 2% | 13 | 1% | -3% | 25%[57.1 µM] | -11%
8 | COc1ccc(NCc2cc(=O)[nH]c3ccccc23)cc1 | -13% | ? | -16% | 12% | 3 | -5% | -4% | 28%[57.1 µM] | -15%[57.1 µM]
9 | CC(=O)N1CCN(S(=O)(=O)c2cccc(C(=O)OCC(=O)Nc3c(Cl)cccc3C(F)(F)F)c2)CC1 | 45%[activator] | -2% | -10% | 5% | 0 | 9% | i | -15% | 2%
10 | O=C(CSc1nc2c(c(=O)[nH]1)CCC2)Nc1cccc(O)c1 | 33% | 22% | -10% | . | -6 | 0% | . | 9% | -7%
11 | Cc1ccc(-c2cc(-c3ccccc3)nc(N(C)N)n2)cc1 | -5% | 6% | -9% | -6% | 2 | 8% | 5% | -5% | -4%
12 | O=C(CN1C(=O)COc2ccccc21)NNC(=O)Nc1ccccc1F | 13% | 12% | -7% | -3% | -6 | 8% | -12% | 26% | 8%
13 | CCOC(=O)C1CCN(C(=O)CCCn2nc(CC)n3c(cc4occc43)c2=O)CC1 | 33% | -4% | -24% | -7% | -1 | -5% | -10% | 16% | 1%
14 | Cc1nn(C)cc1CN(C)C(=O)CC12CC3CC(CC(C3)C1)C2 | 31% | 6% | -17% | 2% | 0 | -1% | 1% | 13% | 6%
15 | CS(=O)(=O)N(CC(=O)O)c1cc(Cl)cc(Cl)c1 | 48%[activator] | -4% | -14% | 0% | 0 | -8% | 0% | -15% | -7%

The results go on.
nr | structure | HP1b chromo inh | GLS inh | USP1-UAF1 inh | IDH1 R132H inh | PI4K2A inh | Pin1 inhibitor | Tb PGK inh | rTrxR1 inhibitor | TrxR1 substrate
16 | O=C(O)CC(CC(=O)Nc1ccc(-c2ccccc2)cc1)c1ccccc1 (stereo unspecified) | 54%[activator] | -10% | -16% | -9% | 0 | 5% | . | 20% | 4%
17 | COC(=O)CN1C(=S)N(c2ccccc2)C(=O)C1CC(=O)Nc1ccc(Cl)cc1 (stereo unspecified) | 20% | -10% | -12% | 4% | 5 | 5% | -9% | -7% | -6%
18 | Cc1cc(C)cc(NC(=O)Cn2cnc3c(nnn3Cc3ccc(F)cc3)c2=O)c1 | 17% | -4% | -11% | -18% | 3 | 1% | -1% | 20% | 4%
19 | COCCN1C(=O)c2ccccc2C(C(=O)Nc2ccc3c(c2)OCCO3)C1c1ccc(F)cc1 (stereo unspecified) | 7% | 1% | -4% | 4% | -6 | 3% | 1% | 0%[57.1 µM] | 7%[57.1 µM]
20 | COc1ccc([N+](=O)[O-])cc1NC(C)C | -6% | 12% | -22% | 4% | 3 | -4% | . | 13% | -2%
21 | CN1CC2(Cc3c1ccc1ccccc31)C(=O)OC(C)(C)OC2=O | 41%&7%[activator] | 20% | -22% | 12% | -3 | ? | i | 16%[57.1 µM] | 47%[activator][57.1 µM]
22 | Cc1ccc(C)c(NC(=S)NCCN2CCOCC2)c1 | -12% | -3% | -7% | 0% | -1 | 0% | -7% | -12% | 4%[57.1 µM]
23 | Cc1nc2scc(C)n2c(=O)c1S(=O)(=O)NCc1ccccc1 | 29% | -14% | -13% | 6% | 4 | -22% | 0% | 26% | 60%[activator]
24 | NC(=O)c1cc(S(=O)(=O)NCCCc2ccco2)cs1 | 57%[activator] | 1% | -23% | -6% | -1 | 4% | -1% | 28% | 25%
25 | Cc1cc(C)cc(NC(=O)c2sc3nc(C)cc(C)c3c2N)c1 | 26% | -4% | -8% | 0% | 9 | -1% | 0% | 25% | 31%[activator]
26 | COc1ccc(OC)c(C(=O)C2COC(=O)C2)c1 (stereo unspecified) | 29% | -1% | -1% | 2% | -4 | 3% | 1% | 2% | 7%
27 | C=CCn1c(SCC(=O)N(CC)C2CCS(=O)(=O)C2)nc2ccccc2c1=O (stereo unspecified) | 48%[activator] | 2% | -23% | 13% | 11 | 3% | i | 13% | 2%
28 | COc1ccccc1CN1CCNC(=O)C1CC(=O)N(C)Cc1nc(C)cs1 (stereo unspecified) | 44%[activator] | -17% | -22% | 4% | -3 | -11% | 0% | -2%[57.1 µM] | 7%
29 | CSc1ccc(/C=C/c2nc3ccccc3n2S(=O)(=O)c2ccc(Br)cc2)cc1 | 1% | -8% | -18% | 8% | ? | -9% | ? | -2% | 24%
30 | COc1ccc(NC(=O)CSC2=NC(=O)CC(C)=N2)cc1 | 26% | 1% | -2% | 1% | 1 | -13% | -6% | 8%[57.1 µM] | 4%[57.1 µM]
31 | O=C(CSc1ccc2ccccc2c1)NCCc1ccc(O)c(O)c1 | 79µM* | 1.4µM* | -16% | -1% | 5 | 0% | 5% | ? | 12%[57.1 µM]
32 | O=C(NCc1ccc2c(c1)OCO2)C(=O)NCC1OCCCN1S(=O)(=O)c1cc(F)ccc1F (stereo unspecified) | 9% | 13% | -23% | 0% | -5 | -3% | -3% | 15% | 6%
33 | CCN1CCN(/C=N/c2nc(C)cs2)CC1 | 27% | -2% | 2% | 3% | 4 | 3% | . | -18% | -6%
34 | CCc1ccccc1Nc1nc(N)nc(COC(=O)c2cccn2C)n1 | 5% | 2% | -4% | 8% | -1 | 1% | i | -3% | -7%
35 | Cc1ccc(C(=O)N2CCN(CCNC(=O)C(=O)Nc3ccc(Cl)cc3)CC2)cc1 | 4% | 0% | -21% | 22% | -2 | 1% | i | 10% | -1%
36 | COc1ccc(/C(C)=N/NC(=O)c2nc(C)cc(C)n2)cc1 | 57%[activator] | 10% | -4% | 17% | 3 | -1% | 1% | 6% | -6%
37 | CC(C)(C)Cc1nnc(NC(=O)c2cc(-c3ccccc3)nc3ccccc23)s1 | 17% | 1% | -6% | -2% | 1 | 2% | 0% | 9% | 14%[57.1 µM]
38 | CCc1ccc(OCC(=O)O/N=C(\N)c2cccnc2)cc1 | 16% | 6% | -12% | 3% | -1 | -6% | i | 3%[57.1 µM] | -22%[57.1 µM]

Some of these compounds in order of molecular weight, descending.
nr | structure | HP1b chromo inh | GLS inh | USP1-UAF1 inh | IDH1 R132H inh | PI4K2A inh | Pin1 inhibitor | Tb PGK inh | rTrxR1 inhibitor | TrxR1 substrate
32 | O=C(NCc1ccc2c(c1)OCO2)C(=O)NCC1OCCCN1S(=O)(=O)c1cc(F)ccc1F (stereo unspecified) | 9% | 13% | -23% | 0% | -5 | -3% | -3% | 15% | 6%
30 | COc1ccc(NC(=O)CSC2=NC(=O)CC(C)=N2)cc1 | 26% | 1% | -2% | 1% | 1 | -13% | -6% | 8%[57.1 µM] | 4%[57.1 µM]
33 | CCN1CCN(/C=N/c2nc(C)cs2)CC1 | 27% | -2% | 2% | 3% | 4 | 3% | . | -18% | -6%

Screening data (PubChem BioAssay)

These rows are one share of the data; rates above refer to the full screens.
